# Screening data (PubChem BioAssay)
# Shiga toxin inh – Shiga toxin inhibition | Vero cells, Shiga toxin protein synthesis inhibition reporter | inhibition, % at 38.7 µM | hit rate 9.2% among 290,000 | AID 2315; in the data active = inhibition mostly above about 28%, no sharp cut-off; inactive = mostly below about 43%; also: 0% is about no effect
# Cycloheximide cs – counter-screen hit for Shiga toxin inhibitors, cycloheximide. max response, %. cell reporter, cycloheximide protein synthesis inhibition counterscreen. AID 2314. hit rate 12% among 300,000; in the data active = max response mostly above about 13%, no sharp cut-off; inactive = mostly below about 14%; also: read at 38.3 µM for the half of the compounds with a filed dose; 0% is about no effect
# Pf growth 96h – P. falciparum growth inhibition at 96 hours; P. falciparum luciferase reporter growth, 96 h; Potency, µM (top dose mostly 28.7 µM), inactives show top-dose activity change, negative = inhibition, actives largely listed as inhibitors; hit rate 6.9% among 320,000; AID 504834; also: potency is read from the fitted curve at half-maximal effect; % is scaled to controls: 0 for no effect and ±100 for the full control effect
#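 Two parasite generations (96 h, 37 C, 5% CO2) of compound exposure in infected erythrocytes (0.05% parasitemia, 2% hematocrit). Luciferase-reporter P. falciparum; decreased luminescence indicates inhibited growth, aimed at apicoplast-acting delayed death.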
# AMA1 RON2 block – disrupts binding of P. falciparum AMA1 to RON2; AlphaScreen AMA1-biotinylated RON2 peptide binding; Potency, µM (series often up to 58.2 µM), for inactives: at the top dose activity change, negative = inhibition, most hits filed as inhibitors; hit rate 0.2% among 360,000;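 also: potency is read from the fitted curve at half-maximal effect; 0% = vehicle wells and -100% = peptide control; nearly all actives have a fitted effect of over 45% in size; some results filed as inactive show a strong effect at the top dose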
#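 AMA1 (3D7) with his tag at 25 nM final met compounds first, then biotinylated RON2 peptide at 25 nM; detection used donor plus acceptor beads, 10 µg/mL apiece, read by AlphaScreen after 30 min at room temperature.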
# Tb PYK inh – T. brucei pyruvate kinase inhibition; Q57TT1; TbPYK enzyme, Kinase-Glo Plus ATP luminescence, 45 min; Potency, µM (series often up to 76.8 µM), without a hit: top-dose activity, negative = inhibition, most hits filed as inhibitors; hit rate 0.12% among 410,000; AID 624173; also: potency is read from the fitted curve at half-maximal effect; % is scaled to controls: 0 for no effect and ±100 for the full control effect; nearly all actives have a fitted effect of over 50% in size
#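 Readout: single end-point luminescence (Kinase-Glo Plus, 10 min). Reaction conditions were TbPYK/substrate plus 130 uM ADP, 45 min at RT, pH 7.2 TEA buffer. No-enzyme wells served as controls, and data were normalized before concentration-response fitting.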
# Pf growth 48h – P. falciparum growth inhibition at 48 hours (one generation); P. falciparum luciferase growth in erythrocytes, 48 h; Potency, µM (highest dose often 28.7 µM), inactives show at the top dose activity change, negative = inhibition, actives largely listed as inhibitors; hit rate 5.9% among 310,000; AID 504832; also: potency is read from the fitted curve at half-maximal effect; % is scaled to controls: 0 for no effect and ±100 for the full control effect
#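 Firefly luciferase activity from engineered P. falciparum reports growth; inhibitors lower the luminescent signal. Cultures contained 2% hematocrit erythrocytes at 0.1% final parasitemia.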
# LmPK inhibitor – blocks Leishmania mexicana pyruvate kinase activity; Potency, µM (highest dose often 57.5 µM), for the others: at the top dose activity change, negative = inhibition, usual class: inhibitors; hit rate 0.37% among 290,000; Q27686; purified LmPK, Kinase-Glo ATP luminescence, 1 h; also: potency is read from the fitted curve at half-maximal effect; % is scaled to controls: 0 for no effect and ±100 for the full control effect
# Target sequence (Q27686 whole entry, looked up): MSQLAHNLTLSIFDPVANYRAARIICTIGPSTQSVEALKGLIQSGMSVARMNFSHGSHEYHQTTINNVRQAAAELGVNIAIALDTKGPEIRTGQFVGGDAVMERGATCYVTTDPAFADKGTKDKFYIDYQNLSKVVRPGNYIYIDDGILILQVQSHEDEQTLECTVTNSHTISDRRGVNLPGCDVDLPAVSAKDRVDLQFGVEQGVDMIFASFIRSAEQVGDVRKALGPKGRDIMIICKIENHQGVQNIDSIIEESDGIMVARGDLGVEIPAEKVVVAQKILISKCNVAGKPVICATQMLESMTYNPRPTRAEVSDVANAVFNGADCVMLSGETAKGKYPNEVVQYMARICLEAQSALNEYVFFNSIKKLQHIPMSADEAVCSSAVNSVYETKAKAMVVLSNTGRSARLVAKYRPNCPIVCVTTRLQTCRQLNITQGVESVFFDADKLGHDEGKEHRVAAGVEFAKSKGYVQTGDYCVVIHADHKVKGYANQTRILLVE
#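 Pyruvate kinase activity monitored as ATP production (luciferase luminescence). Conditions: 0.1 nM enzyme, 0.5 mM PEP, 0.1 mM ADP, 1 h, RT; normalized against uninhibited and no-enzyme wells.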
# Starred values were filed as active, the others as inactive; ? = inconclusive; . = not tested or not shown; & = joins results of further samples; [ ] = remark or other dose. Unless noted, calls follow the shape of the dose curve; as a rule, active = well fitted curve in the direction sought with a large enough effect; inconclusive = small, poorly fitted or top-dose-only effect, or another doubt; inactive = no such curve, though single readings can be large; an effect the other way counts as inactive or inconclusive. An unsorted share of the library. About 21% of those tested had a hit in this group.
no. | Molecule | Shiga toxin inh | Cycloheximide cs | Pf growth 96h | AMA1 RON2 block | Tb PYK inh | Pf growth 48h | LmPK inhibitor
1 | COCc1c(C(=O)NCCOc2ccc(Cl)cc2)oc2ccccc12 | . | . | ? | 8% | 0% | ? | .
2 | COc1ccc2nc(C)cc(Nc3ccc(C(=O)O)cc3)c2c1 | 4 | -1 | -8% | -10% | 10% | 19% | -3%
3 | CSc1cccc(NS(=O)(=O)c2ccc3c(c2)NC(=O)C(C)C(=O)N3)c1 (centres undefined) | -4 | 1 | ? | 0% | 8% | 44%[activator] | -3%
4 | CCCCC(C(=O)O)C(C)CC(=O)Nc1ccn(-c2ccccc2)n1 (centres undefined) | -11 | -3 | 0% | 10% | 4% | 26% | 5%
5 | Cn1c(CC(=O)Nc2ccccc2)nnc1SCC(=O)Nc1ccc(N2CCOCC2)cc1 | 29 | 39* | -3% | -1% | -3% | 27% | 3%
6 | O=c1c2c3c(sc2n(CCN2CCCCC2)c(=O)n1Cc1ccco1)CCCCC3 | -5 | 8 | 2.6µM* | -3% | -24% | . | 2%
7 | Cn1c(CN2CCOCC2)nnc1SCC(=O)Nc1cc(Cl)ccc1Cl | 2 | -5 | 169%[activator] | 25% | 2% | -7% | -1%
8 | CCCc1cc(C(=O)N/N=C/c2ccc(CC)s2)c2ccccc2n1 | -4 | -4 | ? | 0% | -15% | ? | 1%
9 | CCOC(=O)c1cnn(C)c1NC(=O)c1ccc([N+](=O)[O-])cc1 | -3 | -2 | 19% | 5% | 0% | 13% | -1%
10 | N#Cc1nc(-c2ccc(F)cc2)oc1NCc1ccco1 | 86* | 13* | 29% | -3% | -1% | 7% | 1%
11 | Cc1nn(CCCC(=O)N2CCN(c3ccc(F)cc3)CC2)c(C)c1[N+](=O)[O-] | -8 | -11 | 11% | 0% | 0% | 17% | 2%
12 | Cc1ccccc1C(=O)NC(=S)Nc1ccccc1C(=O)O | 15 | 10 | 10µM* | 38%[activator] | -7% | 23% | 0%
13 | Cc1cccc(NC(=S)N2CCN(c3ccccn3)CC2)c1 | -5 | 2 | ? | 19% | -1% | -1% | 0%
14 | Cc1ccc(-c2nc3ccccc3c(C(=O)NCc3cccs3)c2C)cc1 | -7 | 3 | ? | -3% | -3% | . | 5%
15 | O=C(CS(=O)c1ccc(C(F)(F)F)cc1[N+](=O)[O-])Oc1ccccc1 (centres undefined) | -3 | 25* | -79% | -19% | -2% | . | 10%
16 | O=C(CN1C(=O)NC2(CCc3ccccc32)C1=O)NCCc1ccccc1 (centres undefined) | . | . | -9% | 6% | -5% | -4% | .
17 | COc1ccc(CN2CCN(CCCc3ccccc3)CC2)c(OC)c1 | -5 | -3 | 6% | . | . | -19% | 0%
18 | CCN(CC)c1ccc(C(=O)NNC(=O)CCc2nc3ccccc3c(=O)[nH]2)cc1 | 11 | 8 | ? | 0% | -6% | 0% | -2%
19 | CCCC(c1nnnn1C(C)(C)CC)N(CCCO)Cc1cc2cc(C)cc(C)c2[nH]c1=O (centres undefined) | -8 | -1 | ? | -2% | -4% | ? | 0%
20 | COc1ccc(OC)c(C(C)NC(C)=O)c1 (centres undefined) | -24 | -9 | 21% | 46%[activator] | 0% | 10% | 1%
21 | COC(=O)C1CCCCN1C(=O)c1cc(COc2cccc3cnccc23)on1 (centres undefined) | -12 | -2 | -25% | . | . | -1% | -4%
22 | COc1ccc(-c2nc3ccccn3c2/N=C/c2ccc(OC)c(OC)c2)cc1O | 45 | 17 | 15% | -8% | -7% | 42%[activator] | -5%
23 | COc1ccccc1NS(=O)(=O)c1ccc2oc(=S)[nH]c2c1 | -17 | -1 | 54%[activator] | 33%[activator] | -20% | 18% | 7%
24 | Cc1ccc(S(=O)(=O)N2CCN(C(=O)CC(C)n3cncn3)CC2)cc1 (centres undefined) | -13 | -5 | -1% | 6% | -2% | -3% | 0%
25 | CC(C)c1ccc(NC(=O)C2CCCN2S(=O)(=O)c2ccccc2F)cc1 (centres undefined) | . | . | ? | 3% | 3% | ? | .

no. | compound | Shiga toxin inh | Cycloheximide cs | Pf growth 96h | AMA1 RON2 block | Tb PYK inh | Pf growth 48h | LmPK inhibitor
26 | CN(C)CCCCOc1ccccc1-c1ccccc1 | -13 | -1 | -6% | -5% | 6% | ? | 2%
27 | COc1ccc(C2N(Cc3ccccc3)CC(=O)N2/N=C(\C)c2ccccc2)cc1 (centres undefined) | 71* | 24* | -13% | -10% | -1% | 10% | 2%
28 | O=C(Nc1ccc([N+](=O)[O-])cc1)c1ccccc1 | 73* | 47* | ? | -8% | 1% | 107%[activator] | -1%
29 | Cc1ccc(C(=O)COC(=O)CN2C(=O)C3C4CCC(C4)C3C2=O)cc1C (centres undefined) | 7 | 12* | 17% | -17% | 1% | 9% | 7%
30 | S=c1[nH]nc(-c2cccnc2)n1C1CCCCC1 | -19 | -5 | 6% | 30%[activator] | ? | 5% | 8.9µM*
31 | O=C(CC(C(=O)O)c1cccc(Cl)c1)c1ccccc1 (centres undefined) | -3 | 1 | 25% | 7% | 12% | -6% | 2%
32 | O=C(NCc1ccccc1)c1ccc(S(=O)(=O)N2CCCC2)cc1 | 5 | 6 | ? | 3% | -2% | . | 1%
33 | COC(=O)Cn1c(C)nc2ccccc21 | -12 | 1 | . | 1% | -16% | 10% | 5%
34 | Cc1cc(=O)oc2c(N)c(O)ccc12 | 38* | 17 | ? | 6% | -1% | -8% | -15%
35 | c1cncc(-c2nc3ccccc3s2)c1 | 112* | 39* | 130%[activator] | 11% | 1% | 64%[activator] | -28%
36 | CC(C)(C)C(=O)NC(C(N)=O)=C(Cl)Cl | 4 | -2 | 16% | 4% | -14% | -7% | -8%
37 | O=C(NC1CCCC1)c1cccc(S(=O)(=O)N2CCCC2)c1 | . | . | 0% | -3% | 3% | ? | .
38 | CSc1nc(Oc2ccc(F)cc2)c2ccccc2n1 | -2 | -1 | ? | 20% | -3% | -18% | 0%
39 | Cc1cccc(N2CCN(C(=O)c3nn(C)c4c3CS(=O)(=O)c3ccccc3-4)CC2C)c1 (centres undefined) | 19 | -3 | -23% | -3% | -10%&-12% | -14% | -9%
40 | CCn1cnc2c1c(=O)n(CC(=O)NCC(F)(F)F)c(=O)n2Cc1ccccc1 | -5 | -1 | 0% | -1% | -5% | -10% | 1%
41 | CCOc1ccc(C(=O)NCC(c2cccs2)N(C)C)cc1OCC (centres undefined) | -6 | 2 | -23% | 12% | -7% | -10% | 0%
42 | COc1cc(C2C3=C(CCCC3=O)Nc3c2c(C)nn3-c2cccc(C)c2)cc(OC)c1O (centres undefined) | 16 | 10 | ? | -14% | -6% | ? | 0%
43 | CC1(c2ccc(Cl)cc2)NC(=O)N(CC(=O)NCc2ccc(F)cc2)C1=O (centres undefined) | 4 | 3 | -2% | -2% | 4% | 7% | -5%
44 | CN1C(=O)/C(=C2\SC(N3CCCCCC3)=NC2=O)c2ccccc21 | 32 | 20* | 4.1µM* | -9% | -11% | . | -7%
45 | CC1CCCCN1C(=O)CSc1nc(N)nc(N)n1 (centres undefined) | . | . | 7% | -17% | 2% | 4% | .
46 | CCOc1ccc(N(C(C)C(=O)N2CCCCCC2)S(C)(=O)=O)cc1 (centres undefined) | -6 | -3 | -25% | -3% | 6% | ? | -2%
47 | COc1ccc(C(=O)OCC(=O)c2ccc(CNC(C)=O)s2)cc1 | . | . | ? | -14% | -5% | 23% | .
48 | NC(=O)CSc1nnnn1-c1cccc(Cl)c1 | -8 | -4 | -15% | 17% | -1% | 16% | -5%
49 | O=C(COC(=O)CN1C(=O)NC2(CCCC2)C1=O)Nc1ccc(C(F)(F)F)cc1[N+](=O)[O-] | . | . | 26% | 6% | 5% | -1% | .
50 | COc1ccccc1C(=O)COC(=O)c1cc(S(=O)(=O)N2CCCCC2)ccc1N1CCOCC1 | . | . | ? | -1% | -12% | 9.3µM* | .
51 | COc1cc(SC)ccc1C(=O)Nc1cc(C)c(OCC(=O)N2CCOCC2)c(C)c1 | 6 | 10 | ? | -4% | -11% | 16% | -6%
52 | CC(C)OCCCn1c(=N)c(C(N)=S)cc2c(=O)n3ccccc3nc21 | -23 | -2 | 13µM* | 11% | -9% | . | 8%

# Looked up one by one from above, five records:
no. | compound | Shiga toxin inh | Cycloheximide cs | Pf growth 96h | AMA1 RON2 block | Tb PYK inh | Pf growth 48h | LmPK inhibitor
45 | CC1CCCCN1C(=O)CSc1nc(N)nc(N)n1 (centres undefined) | . | . | 7% | -17% | 2% | 4% | .
37 | O=C(NC1CCCC1)c1cccc(S(=O)(=O)N2CCCC2)c1 | . | . | 0% | -3% | 3% | ? | .
43 | CC1(c2ccc(Cl)cc2)NC(=O)N(CC(=O)NCc2ccc(F)cc2)C1=O (centres undefined) | 4 | 3 | -2% | -2% | 4% | 7% | -5%
29 | Cc1ccc(C(=O)COC(=O)CN2C(=O)C3C4CCC(C4)C3C2=O)cc1C (centres undefined) | 7 | 12* | 17% | -17% | 1% | 9% | 7%
49 | O=C(COC(=O)CN1C(=O)NC2(CCCC2)C1=O)Nc1ccc(C(F)(F)F)cc1[N+](=O)[O-] | . | . | 26% | 6% | 5% | -1% | .

# 7 entries from above, set out differently:
# Values run as follows: Shiga toxin inh, Cycloheximide cs, Pf growth 96h, AMA1 RON2 block, Tb PYK inh, Pf growth 48h, LmPK inhibitor
26	CN(C)CCCCOc1ccccc1-c1ccccc1
  -13, -1, -6%, -5%, 6%, ?, 2%
45	CC1CCCCN1C(=O)CSc1nc(N)nc(N)n1 (centres undefined)
  ., ., 7%, -17%, 2%, 4%, .
51	COc1cc(SC)ccc1C(=O)Nc1cc(C)c(OCC(=O)N2CCOCC2)c(C)c1
  6, 10, ?, -4%, -11%, 16%, -6%
49	O=C(COC(=O)CN1C(=O)NC2(CCCC2)C1=O)Nc1ccc(C(F)(F)F)cc1[N+](=O)[O-]
  ., ., 26%, 6%, 5%, -1%, .
30	S=c1[nH]nc(-c2cccnc2)n1C1CCCCC1
  -19, -5, 6%, 30%[activator], ?, 5%, 8.9µM*
41	CCOc1ccc(C(=O)NCC(c2cccs2)N(C)C)cc1OCC (centres undefined)
  -6, 2, -23%, 12%, -7%, -10%, 0%
34	Cc1cc(=O)oc2c(N)c(O)ccc12
  38*, 17, ?, 6%, -1%, -8%, -15%
